# LDHA block – LDHA (human) enzyme inhibition | P00338 | purified LDHA, NADH/diaphorase-resazurin fluorescence; hits give low values | activity change, % (values are at about 110 or 230 µM) | actives 0.15% (n = 480,000); in the data active = activity change below about -30%;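 also: plate controls were DMSO wells for no effect and wells without enzyme for full effect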
#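 LDH5 2 nM; NADH 0.06 mM, pyruvate 0.2 mM; 200 mM Tris pH 7.4, EDTA, Tween-20; 5 min RT. Detection: diaphorase 0.133 mg/mL + resazurin 37 µM, fluorescence ex540/em590 at 0 and 20 min; normalized to enzyme-free and DMSO wells.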
# * marks the source's active call; other numbers are inactive results. The list is partial; the hit share may differ from the screen's.
SMILES,LDHA block
Cc1[nH]c2ccccc2c1-c1csc(NC(=O)C2CCOCC2)n1,11
c1ccc2c(C(c3nnnn3-c3ccc4c(c3)OCCO4)N3CCCC3)ccnc2c1 (centres undefined),7
Cn1c(NCc2ccccc2)nc2c1c(=O)n(Cc1ccccc1F)c(=O)n2C,-3
Cc1nc(N2CCN(C)CC2)ncc1-c1cc(=O)[nH]c(N2CCc3ccccc3C2)n1,10
O=C(O)CCC(=O)Nc1ccc2c(C(C(=O)O)N3CCN(c4ccccc4)CC3)c[nH]c2c1 (centres undefined),-5
CCOC(=O)c1cccc(NC(=O)c2ccc(-n3cnc(NC(=O)C(C)C)c3)cc2)c1,-4
CCOC(=O)c1cc(-c2ccccc2)sc1NC(=O)CCN1CCN(C)CC1,-5
CNC(=O)CN(C)C(=O)CCc1ncc(-c2ccccc2F)o1,-4
O=C(Nc1ccc(NCc2ccccc2)c(Cl)c1)c1cc[n+]([O-])cc1,1
Cc1cccc(C(=O)N2CCN(CCNC(=O)C(=O)Nc3ccccc3)CC2)c1,9
CCn1c(CN(c2ccc(C)cc2)S(C)(=O)=O)nnc1SCC(=O)c1cc(C)n(C)c1C,-8
COCCn1c(SC(C)C(=O)NC2CCCCCC2)nnc1-c1cccc(C)c1 (centres undefined),-5
Cc1ccn2cc(-c3ccc(NC(=O)CCc4ccccc4)cc3)nc2n1,4
CCNC(=S)Nc1ccccc1Cl,-4
O=C(c1ccc2c(c1)OCCO2)C1CCN(C(=O)c2ccccc2)CC1,-2
O=C(CCSc1nc2ccccc2s1)NC1CCc2ccccc21 (centres undefined),4
COc1ccc(S(=O)(=O)N(CC(=O)N2CCN(C)CC2)c2ccccc2OC)cc1,2
Nc1[nH]c(C(=O)c2ccccc2)c(-c2ccc([N+](=O)[O-])cc2)c1C(=O)NCCc1c[nH]c2ccccc12,7
Cn1c(=O)c2nc(SCC(=O)O)n(Cc3ccccc3)c2n(C)c1=O,0
CC(C)C(C)NC(=O)COC(=O)c1ccc2c(c1)NC(=O)CS2 (centres undefined),5

# Shown bar-delimited: entries from further up
molecule | LDHA block
COc1ccc(S(=O)(=O)N(CC(=O)N2CCN(C)CC2)c2ccccc2OC)cc1 | 2
Cc1ccn2cc(-c3ccc(NC(=O)CCc4ccccc4)cc3)nc2n1 | 4
Cn1c(=O)c2nc(SCC(=O)O)n(Cc3ccccc3)c2n(C)c1=O | 0
COCCn1c(SC(C)C(=O)NC2CCCCCC2)nnc1-c1cccc(C)c1 (centres undefined) | -5
O=C(CCSc1nc2ccccc2s1)NC1CCc2ccccc21 (centres undefined) | 4

# Carrying on.
SMILES,LDHA block
Cc1ccc(/C=C/C(=O)/C=C/c2ccc(C)cc2)cc1,0
CCOCCCNC(=O)CSCc1nc(-c2ccc(OCC)cc2)oc1C,3
CCN(C(=O)c1cnc(N2CCOCC2)c2ccccc12)c1ccccc1C,-1
Cc1ccc(C2CC3CC2C(C(=O)O)C3C(=O)O)cc1C (centres undefined),-1
Cc1ccc(CN2C(=O)CSCC2(C)C(=O)NCc2ccccc2)cc1 (centres undefined),3
COc1ccc(Nc2nc(N3CCN(CCO)CC3)nc3nccnc23)cc1,4
CCN1CCN(C(=O)CS(=O)Cc2nc(-c3ccc(OC)c(OC)c3)oc2C)CC1 (centres undefined),11
O=C1NC[C@H](CCCCN2C[C@H](Cc3ccccc3)N(Cc3ccccc3)C(=O)C2=O)N(CCC2CCCCC2)C1=O,-1
N#CC1(NC(=O)COC(=O)CSc2nc3ccccc3o2)CCCCC1,9
CN(C)CCn1c(=O)n(CC(=O)O)c(=O)c2c3c(sc21)COC(C)(C)C3,3
CC(=O)C(Sc1nc(C)cc(C)n1)c1ccccc1 (centres undefined),1
Cc1ccc(/C(O)=C2\C(=O)C(=O)NC2c2ccc(F)cc2)cc1 (centres undefined),1
COc1ccc2c(C)c(CCC(=O)NCc3ccccc3)c(=O)oc2c1,5
Brc1ccccc1NC1C2CC3CC(C2)CC1C3 (centres undefined),-3
CCOC(=O)c1cc(S(=O)(=O)N(C)CC(=O)N2CCN(c3ccccc3F)CC2)cn1C,-5
Cc1ccc(NC(=O)Cc2nn(C)c(=O)c3ccccc23)cc1,1
CCN1C(=O)C(NC(=O)C(=O)NCc2ccco2)c2ccccc21 (centres undefined),-3
O=C(O)c1cccc(OCc2nnnn2-c2ccc(Cl)cc2)c1,2
Cc1ccc(C(=O)NCCN2CCc3ccccc3C2)cc1F,-3
C=CCNc1nc(-c2cc(C)n(-c3c(C)n(C)n(-c4ccccc4)c3=O)c2C)cs1,14
O=C(Nc1ccc2c(c1)OCCO2)C(C1CC1)n1c(=O)c(-c2cc3ccccc3[nH]2)nc2ccccc21 (centres undefined),4
O=C(/C=C/c1ccccc1C(F)(F)F)c1cc2ccccc2o1,4
O=Cc1ccc(-c2cccnc2)o1,0
COc1cccc(N2C(=O)c3cc4occc4n3CC2(C)C(=O)NC2CCCCCC2)c1 (centres undefined),6
CC(Sc1nnnn1Cc1ccccc1)C(=O)c1cccc(Cl)c1 (centres undefined),-3
CCc1c(C)sc(NC(=O)c2sc3ccccc3c2Cl)c1C#N,6
COC(=O)[C@@]1(Cc2ccc(F)cc2)[C@H]2c3cc(C(=O)N4CCCC4)n(CC4CC4)c3C[C@H]2CN1C(=O)c1ccccc1,-1
COCCn1c(C)cc(C(=O)C(=O)Nc2nnc(COc3cc(C)ccc3C)s2)c1C,-2
O=S(=O)(c1ccc2c(c1)OCCO2)N1CCN(S(=O)(=O)c2c(F)ccc(O)c2F)CC1,2
Cn1c(SCC(=O)NC2CCCCC2)nnc1-c1ccc(F)cc1,6
Cc1noc(Cn2cc(S(=O)(=O)N(C)C)ccc2=O)n1,-5
c1ccc(-c2csc(-c3ccccn3)n2)cc1,-19
O=C(CSc1nc2c(c(=O)n1-c1ccc(F)cc1)SCC2)N1CCCCC1,2
CCOc1ccc(CNc2nc(NCc3ccc(OCC)cc3)n(C(=O)CC(C)C)n2)cc1,-3
CC(C)c1ccccc1NC(=S)NCCCNC(C)(C)C,6
CCCCN1C(=O)CCc2cc(NS(=O)(=O)CCC)ccc21,-1
CCCCn1nnc(NC(=O)c2cc3ccccc3cc2OC)n1,-5
CNC(=O)c1ccc(-c2nc(CN3CCN(C(=O)Nc4ccccc4C(=O)OC)CC3)c(C)o2)cc1,4
CCN(CC)C(=O)C(Sc1n[nH]c(-c2ccccc2)n1)c1ccccc1 (centres undefined),-3
CCN(CC)S(=O)(=O)NC(C)Cc1cccs1 (centres undefined),7
CSc1cccc(NC(=O)NC(C)c2ccc(Cl)s2)c1 (centres undefined),1
Cn1c(=O)[nH]c(=O)c2c1ncn2CC(O)c1ccccc1 (centres undefined),5
O=c1oc(=S)oc2c1[C@H](c1ccc(Cl)cc1)O[C@H](C1CCCC1)C2,-1
O=C(O)CCC(=O)c1ccc(Cl)s1,10
Cc1ccc(Nc2nc(-c3c(C)nc4sccn34)cs2)cc1,8
CCC(C)n1cc(/C=C2\NC(=O)N(CC)C2=O)c2ccccc21 (centres undefined),-4
Cc1ccc(C(=O)CC(=O)c2ccc(Cl)cc2)c(O)c1,8
COC(=O)[C@]12CCCCC=C1N(Cc1ccc3c(c1)OCO3)C(=O)[C@H](CC(=O)NCCCN1CCCC1=O)C2,4
Cc1ccc(S(=O)(=O)Nc2nc3ccc(C)cc3nc2Nc2ccc3c(c2)OCCO3)cc1,11
Cc1ccc(Cl)cc1-n1ccc2c(cnc3nc(C(F)(F)F)nn32)c1=O,-1
# Remaining list, next part:
SMILES,LDHA block
Nc1nc2c(Br)ccc(Br)c2cc1C(=O)NCc1cccc2ccccc12,3
CCc1nc(C#N)c(NCC(c2ccccc2)N2CCOCC2)o1 (centres undefined),14
CCn1c(SCc2ccc(F)cc2Cl)nnc1-c1ccccn1,-9
COc1ccc(C2CC(=O)N(CC(=O)Nc3ccc4c(c3)OCO4)c3ccccc3S2)cc1OC (centres undefined),10
CCC(C)NC(=O)CSc1nc(C2CC2)nc(C)c1C(C)=O (centres undefined),-3
Cc1ccc(C)c(C(=O)/C=C/Nc2ccc(N(C)C)cc2)c1,51
CC(NC(=O)C(=O)c1c[nH]c2ccccc12)c1ccccc1 (centres undefined),5
CC(NC(=O)c1ccc(S(=O)(=O)N(C)C)cc1)c1cc2ccccc2o1 (centres undefined),4
COc1ccccc1N1CC(c2nc3ccc(C)cc3[nH]2)CC1=O (centres undefined),-1
Cc1nc2cc(NC(C)C(=O)Nc3ccccc3Cl)ccc2o1 (centres undefined),-8
CCN(CC)S(=O)(=O)c1ccc2c(c1)nc(SCC(=O)Nc1ccc(OC)cc1)n2CC,0
CSc1cccc(NC(=O)/C=C/c2ccc(Cl)cc2Cl)c1,9
CCCCCCCCN1C(=O)[C@H](CC(=O)N2CCCCC2)C[C@@]2(C(=O)OCC)CCCC=C12,7
COCCSCC(=O)N1CCOC(C)(C)C1,3
Cc1cc(C)c(S(=O)(=O)N(C)C(=O)c2cc3c(s2)CCCCCC3)c(C)c1,13
O=C(NCc1ccccc1)c1ccc(Cn2cnc3ccccc3c2=O)cc1,-3
COc1cc2ccccc2cc1C(=O)Nc1cccc2ncccc12,1
CCCOc1ccc(Oc2ncccc2CNC(=O)Nc2ccccc2)cc1,-20
Cc1c(C(=O)Nc2ccc(S(=O)(=O)N(C)C)cc2)oc2c(Cl)cccc12,6
N=C(N)SCc1cccc(F)c1,2

# Rewritten bar-delimited: entries from further up.
smiles | LDHA block
COc1cc2ccccc2cc1C(=O)Nc1cccc2ncccc12 | 1
CCCOc1ccc(Oc2ncccc2CNC(=O)Nc2ccccc2)cc1 | -20

# Molecules listed so far containing an aryl methoxy group, in the order listed:
SMILES,LDHA block
COc1ccc(S(=O)(=O)N(CC(=O)N2CCN(C)CC2)c2ccccc2OC)cc1,2
COc1ccc(Nc2nc(N3CCN(CCO)CC3)nc3nccnc23)cc1,4
CCN1CCN(C(=O)CS(=O)Cc2nc(-c3ccc(OC)c(OC)c3)oc2C)CC1 (centres undefined),11
COc1ccc2c(C)c(CCC(=O)NCc3ccccc3)c(=O)oc2c1,5
COc1cccc(N2C(=O)c3cc4occc4n3CC2(C)C(=O)NC2CCCCCC2)c1 (centres undefined),6
CCCCn1nnc(NC(=O)c2cc3ccccc3cc2OC)n1,-5
COc1ccc(C2CC(=O)N(CC(=O)Nc3ccc4c(c3)OCO4)c3ccccc3S2)cc1OC (centres undefined),10
COc1ccccc1N1CC(c2nc3ccc(C)cc3[nH]2)CC1=O (centres undefined),-1
CCN(CC)S(=O)(=O)c1ccc2c(c1)nc(SCC(=O)Nc1ccc(OC)cc1)n2CC,0
COc1cc2ccccc2cc1C(=O)Nc1cccc2ncccc12,1

# The listing continues:
SMILES,LDHA block
COc1ccccc1CNc1nc2ccccc2nc1NS(=O)(=O)c1ccc(Cl)cc1,3
CCN(CC)C(=S)SC(C(=O)NC(N)=O)C(C)C (centres undefined),14
CCc1ccc(OCC(=O)Nc2nc(-c3ccc(S(=O)(=O)N4CCOCC4)cc3)cs2)cc1,3
CCCSc1nnc2n(C)c(=O)c3c(n12)-c1ccccc1CC31CCCCC1,5
Cc1ccc(-c2cc(-c3ccc(C)cc3C)[nH]n2)c(C)c1,13
COC(=O)c1cnc(N2CCN(c3ccccc3)CC2)c2ccccc12,-20
O=C(Nc1cc(C(F)(F)F)ccc1Cl)c1noc2c1CCC2,5
Cc1cccc(N2CCN(Cc3ncc(-c4ccccc4)o3)CC2)c1C,0
CCN1CCN(C(C(=O)O)c2c[nH]c3ccc(NC(=O)c4ccccc4)cc23)CC1 (centres undefined),3
N#Cc1ccc(C(=O)NC2CCC(C(F)(F)F)CC2)cc1 (centres undefined),5
CCCCCNC(=O)N(C)Cc1ccc(C(=O)OC)cc1,1
CCOCCOC(=O)COc1ccc2c(=O)c(Oc3ccc(OC)cc3)c(C(F)(F)F)oc2c1,20
COc1ccccc1CNC(=O)Cc1nn(C)c(=O)c2ccccc12,-5
O=S(=O)(c1ccccc1)n1nc(NCc2ccccc2)nc1NCc1ccccc1,1
CC(NC(=O)C1CCCCC1)c1ccc(NC(=O)C2CC2)cc1 (centres undefined),8
Cc1c(CNCc2ccc(OC(C)C)cc2)c(C(=O)O)c(C)n1Cc1cccc(F)c1,-1
C=CCn1c(SCc2coc(-c3ccc(F)cc3)n2)nnc1C1CCS(=O)(=O)C1 (centres undefined),-17
O=C(Nc1cccc(CN2CCOCC2)c1)/C(=C/c1ccccc1)c1ccccc1,1
O=C(C1CC1)N(Cc1ccc2c(c1)CN(S(=O)(=O)c1ccc(F)cc1)CCO2)c1ccccc1,11
CCCc1ncc(C(O)c2ccc(OC)c(OC)c2)n1C (centres undefined),5
Nc1c(-c2nc3ccccc3[nH]2)c2ccccn2c1C(=O)c1ccc(Cl)cc1,-2
CCC(c1nnnn1-c1ccc2c(c1)OCCO2)N1CCN(c2cc(C)ccc2C)CC1 (centres undefined),0
CC(C)C[C@@H](NC(=O)OC(C)(C)C)C(=O)O,1
CCn1c(N2CCN(Cc3c(F)cccc3Cl)CC2)nc2c1c(=O)[nH]c(=O)n2C,8
CN(C)c1ccc(C(=O)OC(C(=O)c2ccccc2)c2ccccc2)cc1 (centres undefined),-4
COc1cccc(NC(=O)c2sc3nc4c(c(-c5ccco5)c3c2N)CCCCC4)c1,3
N#Cc1ccc(/C=C/c2ccc(C#N)cc2)cc1,-1
COc1ccccc1CNC(=O)CSc1nc2ccccc2nc1N1CCCC1,-14
COc1ccc2c(C)c(CC(=O)O)c(=O)oc2c1OC,4
FC(F)(F)c1cccc(N/N=C/c2ccccc2Br)c1,-4
C=C(C)C1CC=C(C)/C(=N\NC(=S)Nc2ccccc2)C1 (centres undefined),-8
CC(C)(C)c1ccc2c(c1)Oc1cc(C(C)(C)C)ccc1OCCOCCOCCO2,2

# Copied from the list.
# Under LDHA block, `Cc1ccc(/C=C/C(=O)/C=C/c2ccc(C)cc2)cc1` has 0
# Under LDHA block, `CSc1cccc(NC(=O)NC(C)c2ccc(Cl)s2)c1` (centres undefined) has 1
# Under LDHA block, `CCCCCCCCN1C(=O)[C@H](CC(=O)N2CCCCC2)C[C@@]2(C(=O)OCC)CCCC=C12` has 7
